RNase H inhibition – RNase H inhibition, HIV 1 Gag Pol polyprotein, FRET biochemical assay, screening (AID 372). HIV-1 RT RNase H, FRET RNA/DNA substrate fluorescence; higher % means a stronger effect. actives 0.77% (n = 100,000). inhibition, % at 10 µM; hits with a dose series show IC50 in µM; in the data active means inhibition above about 50%
* hit, by the source's call; & = joins results of further samples. These rows are one share of the data (hit frequency here may not be typical).

SMILES	RNase H inhibition
Cc1cc(N2CCN(C)CC2)c(F)cc1[N+](=O)[O-]	0%
CN1CCN(Cc2ccccc2F)CC1	7%
Cc1ccc(N2C(=O)NC(=O)/C(=C/c3ccc(C)o3)C2=O)cc1	9%
CC12CCC(O)CC1CCC1C2CCC2(C)C1CCC2(C)O (centres undefined)	2%
O=C(CN1CCOCC1)Nc1ccc(Cl)cc1C(=O)c1ccccc1	2%
Cc1ccccc1C=C1C(=O)NC(=S)NC1=O	6%
CCN(CC)CC#CCOCCC#N	6%
N/C(=N\[N+](=O)[O-])N/N=C/c1cn[nH]c1-c1ccccc1	0%
Cc1ccc(N2C(=O)NC(=O)/C(=C/c3ccoc3)C2=O)cc1	10%
COc1ccc(OC)c(CN2CCN(C(=O)COc3ccccc3)CC2)c1	8%
CN1C(=O)C(=Cc2ccccc2OCc2ccc(C(=O)O)cc2)C(=O)N(C)C1=O	4%
COc1cc(/C=C/c2nc3ccccc3c(=O)n2-c2ccccc2)ccc1O	24%
Cc1cc(-c2ccc(C=C3C(=O)NC(=S)NC3=O)o2)c(C)c([N+](=O)[O-])c1	27%
O=[N+]([O-])c1ccc(N2CCN(Cc3ccccc3)CC2)c(Cl)c1	15%
COc1ccc(CN2CCN(c3ccccc3F)CC2)cc1C	0%
Cc1ccsc1C1C(C#N)=C(N)Oc2c1c(=O)oc1ccccc21 (centres undefined)	7%
O=c1c2ccccc2nc(/C=C/c2ccc(Cl)cc2)n1-c1cccc(O)c1	21%
COc1ccc(N2C(=O)/C(=C\c3c(OC)ccc4ccccc34)C(=O)NC2=S)cc1	24%
COc1ccc(C2c3c(c4ccccc4oc3=O)Oc3c2c(=O)oc2ccccc32)cc1Cn1nc(C)c([N+](=O)[O-])c1C	16%
CCCCCCn1c(=O)c(C(=O)Nc2cc(C)ccn2)c(O)c2ccccc21	13%
O=c1c2ccccc2nc(/C=C\c2ccc(O)cc2)n1-c1ccc(O)cc1	16%
COc1ccc(C=C(C#N)C#N)c(OC)c1	11%
CCc1ccc(CN2CCN(C(=O)COc3ccc(Br)cc3)CC2)cc1	14%
COc1cc(/C=C2\C(=O)NC(=O)N(C)C2=O)cc(OC)c1OC	4%
CCc1c(O)n(C2CCCCC2)c(=S)[nH]c1=O	10%
CC(C)CN(CC(C)C)c1ccc(C=C2C(=O)NC(=S)NC2=O)cc1[N+](=O)[O-]	21%
CCOC(=O)C(Cc1ccccc1)N1CC1C(N)=O (centres undefined)	15%
COc1ccc(CN2CCN(Cc3ccccc3F)CC2)cc1	20%
CC12CCCCC1=NC(c1ccccc1Cl)N2O (centres undefined)	0%
CC(C)c1ccc(CN2CCN(c3cccc(Cl)c3)CC2)cc1	36%
Cc1ccc(-n2c(C)cc(/C=C3/C(=O)NC(=O)N(Cc4ccco4)C3=O)c2C)cc1	16%
COc1ccc(-c2nc3ccccc3c(=O)n2-c2cccc(C)n2)cc1	5%
Cc1ccc(C)c(N2CCN(Cc3cccc(Cl)c3Cl)CC2)c1	2%
O=C1Nc2ccccc2C1=Cc1nc2ccccc2c(=O)n1-c1ccc(O)cc1	11%
COc1ccccc1/C=N/N=C(/N)N[N+](=O)[O-]	6%
CCOP(=O)(CCN(C)CC(=O)OC)OCC	5%
COc1cccc(/C=C2/C(=O)NC(=O)N(c3cccc(C)c3)C2=O)c1O	4%
CC(C)c1cccc(C(C)C)c1OCCCn1ccnc1	5%
O=C1NC(=O)C(=Cc2ccc(-c3cc(C(=O)O)ccc3Cl)o2)C(=O)N1	3%
O=[N+]([O-])c1ccc(N2CCNCC2)cc1NC1CC1	15%
COc1ccc(CN2C[C@@H]3C[C@H](C2)c2cccc(=O)n2C3)cc1	3%
N/C(=N\[N+](=O)[O-])N/N=C/c1ccc(O)cc1O	8%
N#CC1=C(N)Oc2c(c(=O)oc3ccccc23)C1c1ccc(F)c(F)c1 (centres undefined)	0%
N#CC(C#N)=Cc1ccc(Cl)c([N+](=O)[O-])c1	19%
CCOC(=O)C1=C(NC(=O)Cc2ccccc2)c2ccccc2CC12CCCC2	10%
Cc1[nH]c2ccccc2c1CN1CCOCC1	3%
O=C(O)[C@H]1C2CCCCC2=C2CCCCC2[C@@H]1c1ccccc1 (some centres undefined)	10%
CCc1ccc(CN2CCN(Cc3cc(Br)ccc3O)CC2)cc1	0%
Cc1cccc(N2C(=O)NC(=O)/C(=C/c3ccc(-c4ccc([N+](=O)[O-])cc4C)o3)C2=O)c1	19%
COc1cc(OC)c(CNCCc2ccc(F)cc2)cc1Br	0%
CCOc1ccc(CN(CCc2ccc3c(c2)OCO3)Cc2ccc(OC)c(Br)c2)cc1	6%
NCCc1c[nH]c2ccc(Cl)cc12	3%
CCCCCn1c(=O)c(C(=O)Nc2ccccc2OC)c(O)c2ccccc21	5%
O=C1Nc2ccc(Br)cc2C(c2ccccc2Cl)=NC1O (centres undefined)	3%
O=C1NC(=O)N(c2ccccc2F)C(=O)/C1=C/c1ccc(-c2cc(C(=O)O)ccc2Cl)o1	3%
CC(C)OC(=O)N1CCN(/C(N)=N/[N+](=O)[O-])CC1	7%
Cc1cc(OCC(=O)OCc2ccccc2)c2c3c(c(=O)oc2c1)CCCC3	10%
Fc1cccc(CCNCc2ccc3c(c2)OCO3)c1	8%
S=P1(c2ccccc2)CN(c2ccccc2)CN(c2ccccc2)C1	11%
O=C(COc1ccc2ccccc2c1)N1CCN(Cc2cccc(Cl)c2)CC1	35%

The results go on:
SMILES	RNase H inhibition
CCCCn1c(=O)c(C(=O)Nc2cc([N+](=O)[O-])ccc2O)c(O)c2ccccc21	22%
O=c1[nH]c(=O)n(-c2ccccc2)c(O)c1N=Nc1ccc(Br)cc1	9%
CC(C)Oc1ccc(Br)cc1C=C1C(=O)NC(=O)NC1=O	0%
CCC12CN3CCN(CC(C3)/C1=N\O)C2	5%
CC(C)NC(=O)/C=C/c1ccc(C(C)C)cc1	0%
CC(C)N1CCN(Cc2ccccc2Br)CC1	5%
CC1(C)COP(=S)(C(Nc2ccccc2)c2ccccc2)OC1 (centres undefined)	5%
COc1ccc(CCNCc2ccco2)cc1	15%
Cc1ccc(C2=NCC(=O)Nc3ccc(Br)cc32)cc1	20%
COc1ccc(-n2c(/C=C/c3ccc(N(C)C)cc3)nc3ccccc3c2=O)cc1	7%
Cc1ccc(C)c(N2CCN(Cc3ccccc3)CC2)c1	0%
COc1ccc(CN2CCN(c3ccccc3F)CC2)cc1	0%

Six entries from above, sorted by SMILES length, rising.
SMILES	RNase H inhibition
CCC12CN3CCN(CC(C3)/C1=N\O)C2	5%
CC(C)NC(=O)/C=C/c1ccc(C(C)C)cc1	0%
COc1ccc(CN2CCN(c3ccccc3F)CC2)cc1	0%
Cc1ccc(C2=NCC(=O)Nc3ccc(Br)cc32)cc1	20%
CC(C)Oc1ccc(Br)cc1C=C1C(=O)NC(=O)NC1=O	0%
O=c1[nH]c(=O)n(-c2ccccc2)c(O)c1N=Nc1ccc(Br)cc1	9%

Further records follow.
SMILES	RNase H inhibition
c1ccc2c(CN3CCC(N4CCCCC4)CC3)c[nH]c2c1	6%
COc1ccccc1-n1c(Cc2ccccc2)nc2ccccc2c1=O	9%
Nc1ccc(Oc2ccc(N)c(N)c2)cc1N	42%
CC1CN(c2ccc([N+](=O)[O-])cc2Cl)CC(C)N1 (centres undefined)	8%
CCOC(=O)CNC(=O)CN1CC1C(=O)OCC (centres undefined)	5%
O=C1NC(=O)C(=Cc2ccc(N3CCOCC3)cc2)C(=O)N1	4%
CC(Oc1ccc(/C=C2\C(=O)NC(=O)N(c3cccc(Br)c3)C2=O)cc1)C(=O)O (centres undefined)	0%
CC(=O)c1ccc(N2CCN(Cc3ccc(C)cc3)CC2)cc1	7%
CCCCCCOC(=O)C1CN1C(Cc1ccccc1)C(=O)OC (centres undefined)	20%
S=C(Nc1cccc2ccccc12)NC1CN2CCC1CC2 (centres undefined)	9%
COc1cc(/C=C2\C(=O)NC(=O)N(c3ccccc3)C2=O)cc(OC)c1O	15%
CC(Cc1ccccc1)NC(=O)/C=C/c1ccco1 (centres undefined)	4%

Fetched one by one from the list above, three records:
SMILES	RNase H inhibition
COc1cc(/C=C2\C(=O)NC(=O)N(c3ccccc3)C2=O)cc(OC)c1O	15%
CC1CN(c2ccc([N+](=O)[O-])cc2Cl)CC(C)N1 (centres undefined)	8%
CC(=O)c1ccc(N2CCN(Cc3ccc(C)cc3)CC2)cc1	7%

Additional records:
SMILES	RNase H inhibition
CC(C)NCC(O)c1ccc([N+](=O)[O-])cc1 (centres undefined)	0%
CN(C)S(=O)(=O)c1ccc(C(=O)Nc2ccc(Cl)cc2C(=O)c2ccccc2)cc1	9%
Cc1ccc(-n2c(/C=C3/C(=O)N(C)c4ccccc43)nc3ccccc3c2=O)cc1	9%
COc1cccc(CN2CCN(C)CC2)c1O	0%
Cc1ccc(-n2c(/C=C/c3cccc([N+](=O)[O-])c3)nc3ccccc3c2=O)cc1	12%
O=C1NC(=O)C(=Cc2ccccc2Cl)C(=O)N1	11%
O=c1[nH]c(=O)n(Cc2ccccc2)c(O)c1C=C1C=Nc2ccccc21	33%
C[n+]1c(-c2ccccc2)sc2ccccc21	16%
CCOC(=O)c1c(N)n(Cc2ccccn2)c2nc3ccccc3nc12	3%
CNc1ccc([N+](=O)[O-])c2cccnc12	37%
COc1cccc(CNCCc2ccccc2F)c1OC	10%
CCOc1ccc(CNCCc2ccc(OC)c(OC)c2)cc1	17%

Exported as labelled records: part of the list above
> CN(C)S(=O)(=O)c1ccc(C(=O)Nc2ccc(Cl)cc2C(=O)c2ccccc2)cc1
- RNase H inhibition = 9%
> CNc1ccc([N+](=O)[O-])c2cccnc12
- RNase H inhibition = 37%
> CCOc1ccc(CNCCc2ccc(OC)c(OC)c2)cc1
- RNase H inhibition = 17%
> CCOC(=O)c1c(N)n(Cc2ccccn2)c2nc3ccccc3nc12
- RNase H inhibition = 3%

(more compounds)
SMILES	RNase H inhibition
COc1cccc(C=C2C(=O)NC(=S)NC2=O)c1	7%
COc1cc(/C=N\N/C(N)=N/[N+](=O)[O-])ccc1OC(=O)c1cc(F)c(F)cc1Cl	16%
COc1cccc(CNCCc2cccc(F)c2)c1	10%
Cc1cc([N+](=O)[O-])c(C)cc1-c1ccc(C=C2C(=O)NC(=O)NC2=O)o1	16%
Cc1cc(C)cc(-n2c(C)cc(C=C3C(=O)NC(=O)NC3=O)c2C)c1	19%
COc1ccc(CN2CCN(C(=O)Cc3ccccc3)CC2)cc1Br	3%
O=C1NC(=O)C(=Cc2cn(-c3ccccc3)nc2-c2ccc(F)cc2)C(=O)N1	53%*
Cc1ccccc1-n1c(/C=C/c2ccc(Cl)cc2)nc2ccccc2c1=O	20%
O=C(Cc1ccccc1)N1CCN(Cc2ccc(F)cc2)CC1	0%
CC(=O)OC1CCC2(C)C(=CCC3C4C/C(=C\c5ccc([N+](=O)[O-])cc5)C(=O)C4(C)CCC32)C1 (centres undefined)	9%
CN1CN(Cc2ccccc2)CN/C1=N/[N+](=O)[O-]	11%
CN1C(=O)NC(=O)/C(=C/c2cn(C)c3ccccc23)C1=O	20%
O=Cc1cn(Cc2cccc3ccccc23)c2ccccc12	44%
CC(C)(C)c1cc(CN2CC=C(c3ccc(F)cc3)CC2)cc(C(C)(C)C)c1O	13%
Cc1ccccc1-n1c(O)c(C=Nc2ccc3c(c2)OCO3)c(=O)[nH]c1=O	5%
CCC(C)N1CCN(Cc2cc(OC)c(OC)c(OC)c2)CC1 (centres undefined)	0%
COc1cccc(CN2CCN(C(=O)Cc3ccccc3)CC2)c1OC	4%
O=C(Nc1ccc([N+](=O)[O-])c(C(F)(F)F)c1)c1sc2ccccc2c1Cl	3%
CCOc1ccccc1N1CCN(Cc2ccc(Cl)c(Cl)c2)CC1	15%
COc1ccc(C=C2C(=O)NC(=O)NC2=O)c(OC)c1	8%
CCOc1ccc(NC(=S)NC2CN3CCC2CC3)cc1 (centres undefined)	0%
Cc1cccc(-n2c(C)nc3ccccc3c2=O)n1	1%
CC(C)c1ccc(N2C(=O)CC(=O)NC2=O)cc1	0%
O=C(Cc1ccc(Br)cc1)N1CCN(Cc2ccccc2)CC1	4%
Cc1ccccc1CN1CCN(C(=O)COc2ccc3ccccc3c2)CC1	42%
CN1CCCC1C(O)(c1ccccc1)c1ccccc1 (centres undefined)	11%
COc1cccc(COc2cc(C)cc3oc(=O)c4c(c23)CCC4)c1	7%
CCOc1ccc(C=C2C(=O)NC(=S)NC2=O)cc1OCC	13%
O=c1c2ccccc2nc(-c2ccccc2F)n1-c1ccccc1	1%
CN1C(=O)NC(=O)/C(=C/c2ccc(-c3ccc([N+](=O)[O-])cc3Br)o2)C1=O	26%
CCOc1ccc(-n2c(=S)[nH]c3ccccc3c2=O)cc1	7%
O=C1NC(=S)N(c2ccc(Br)cc2)C(=O)/C1=C/c1ccc(-c2ccc(C(=O)O)cc2)o1	18%
OC1C2CCCC1C(N1CCCCC1)CC2 (centres undefined)	4%&2%
C=CCN1C(=O)NC(=O)/C(=C/c2ccc(N(C)C)c(Br)c2)C1=O	7%
CCCCn1c(=O)c(C(=O)Nc2ccc(C)cn2)c(O)c2ccccc21	1%
Cc1cc(C)cc(N2C(=O)NC(=O)/C(=C\C=C\c3ccco3)C2=O)c1	20%
O=c1c2cc(I)ccc2nc(/C=C/c2cccc([N+](=O)[O-])c2)n1-c1ccccc1	5%
COc1cccc(CN2CCNCC2)c1OC	2%
O=[N+]([O-])c1ccc(N2CCN(Cc3ccccc3)CC2)cc1	11%
Cc1cc(OC(C)C(=O)O)c2c3c(c(=O)oc2c1)CCC3 (centres undefined)	0%
COc1ccc(-c2nc3ccccc3c(=O)n2-c2ccccn2)cc1	16%
Cc1ccc(CN2CCN(c3ccccc3Cl)CC2)cc1	0%
CCOc1ccc(N2C(=O)/C(=C/c3cccs3)C(=O)NC2=S)cc1	9%
O=c1c2cc(I)ccc2nc(/C=C/c2ccc([N+](=O)[O-])cc2)n1-c1ccccc1	6%
O=[N+]([O-])c1cccc(CNCCc2cccc(Cl)c2)c1	8%
CC1=NN(c2ccccc2)C(=O)C1/C=C1\C(=O)NC(=O)N(c2cccc(C)c2)C1=O (centres undefined)	1%

Bioassay records from PubChem BioAssay.
